Screens: PubChem, National Center for Advancing Translational Sciences (NCATS)
MmCpn inh – blocks the Methanococcus maripaludis chaperonin Mm-Cpn. Potency, µM (doses to about 76.9 µM), for inactives: at the highest dose activity, negative = inhibition, usual class: inhibitors. AID 504842. hit rate 0.031% among 330,000. purified Mm-Cpn ATPase, ADP Transcreener TR-FRET; further: potency means the concentration at half of the fitted maximal effect; on the % scale 0 is the no-effect control and ±100 the full control effect; nearly all actives have a fitted effect of over 80% in size
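Purified archaeal Mm-CPN (25nM final) preincubated 10 min at 37degC with compound, then 10uM ATP for 30 min at 37degC; ADP measured by HTRF Transcreener TR-FRET; buffer 30 mM TRIS pH 7.4, 100mM KCl, 5mM MgCl2, 1mM DTT.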
HepG2 viability – kills HepG2 cells in TGF-b inhibitor counter-screen; AID 588856; hit rate 0.76% among 410,000; Potency, µM (highest dose often 46.1 µM), for the others: at the top dose activity change, negative = cytotoxicity, most hits filed as cytotoxic; HepG2 CAGA-GFP viability, ATP luminescence, 18 h; further: potency means the concentration at half of the fitted maximal effect; some results filed as inactive show a strong effect at the top dose
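HepG2 CAGA-GFP cells (1000/well, DMEM with 1% FBS) received compound, then TGF-beta at 500 pg/mL final, and were incubated 18 hours at 37 degrees C. Viability was read by CellTiter-Glo luminescence. Media-only wells were set as complete cell-killing and DMSO as no toxicity.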
CCT modulator – cytosolic chaperonin activity modulation; purified chaperonin ATPase assay, HTRF ADP detection, 30 min; activity change, % (concentration not given with the values), hits read low; hit rate 0.3% among 360,000; AID 651819; in the data active means activity change below about -30%; further: on the % scale 0 is the no-effect control and ±100 the full control effect
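Nucleotide hydrolysis assay: TRiC at 20–40 nM final (set by batch activity) with 10 uM ATP, 30 min at 37 °C, in presence of 76 uM compound. Detection by competitive ADP HTRF, 30 min ambient.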
Nrf2 inh – inhibitors of Nrf2 signaling. Potency, µM (series often up to 46 µM), for the others: at the highest dose activity change, negative = inhibition, actives largely listed as inhibitors. hit rate 2.1% among 360,000. A549 ARE-Fluc reporter, luciferase luminescence, 18-24 h; further: potency means the concentration at half of the fitted maximal effect; on the % scale 0 is the no-effect control and ±100 the full control effect; nearly all actives have a fitted effect of over 60% in size
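A549 ARE_Fluc cells, 5000/well, 5% FBS OPTI-MEM; compounds in dose-response, 18-24 h at 37 °C/5% CO2; CellTiter-Fluor viability read (Ex 405/Em 525), then BugLite luciferase luminescence = Nrf2 activity.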
pAkt inh – inhibitors of Akt phosphorylation. Neuro2A IGF-stimulated pAkt S473 HTRF, 20 min; stronger effect = lower value. hit rate 0.32% among 360,000. activity change, % for hits at 50 µM; in the data active means activity change below about -80%; inconclusive means mostly about -51% to -80%; further: on the % scale 0 is the no-effect control and ±100 the full control effect
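Neuro2A cells (4,500/well, DMEM with 0.5% FBS) were treated with compound at a single 50 µM final concentration, stimulated with 6 nM IGF for 20 min at 37 °C, and lysed. Phospho-Akt Ser473 was read by HTRF as 665/615 ratio ×10^4.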
A549 tox – A549 cytotoxicity, counter-screen for Nrf2 inhibitors | A549 ARE-Fluc cells, CellTiter-Fluor viability, 18-24 h | Potency, µM (series often up to 46 µM), without a hit: at the highest dose activity change, negative = cytotoxicity, usual class: inhibitors | hit rate 0.16% among 390,000 | AID 504648; further: potency means the concentration at half of the fitted maximal effect; on the % scale 0 is the no-effect control and ±100 the full control effect
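Cytotoxicity counterscreen: CellTiter-Fluor fluorescence was measured in A549 ARE_Fluc cells after 18-24 h of compound exposure in a concentration series. The subsequent BugLite luminescent read reports ARE-luciferase activity.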
S2 tox – cell viability loss in ATXN counter-screen; S2 cells (HEK-293 line with an ATXN2-luciferase reporter) viability, CellTiter-Fluor protease fluorescence, 24 h; Potency, µM (titrated, usually from 56.7 µM), most hits filed as cytotoxic; hit rate 0.49% among 400,000; AID 651635; further: potency means the concentration at half of the fitted maximal effect; nearly all actives have a fitted effect of over 40% in size
TGFb inhibitor – TGF-b pathway inhibition. HepG2 CAGA-GFP TGF-b/SMAD3 reporter, GFP fluorescence, 18 h; TGF-beta stimulated, 500 pg/mL final. Potency, µM (series often up to 46.1 µM), for the others: at the highest dose activity, negative = inhibition, actives largely listed as inhibitors. hit rate 1.2% among 410,000. AID 588855; further: potency means the concentration at half of the fitted maximal effect; on the % scale 0 is the no-effect control and ±100 the full control effect; nearly all actives have a fitted effect of over 65% in size
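TGF-beta reporter screen: HEPG2 CAGA-GFP, 1% FBS, 500 pg/mL TGF-beta final, 18 h; per-cell GFP summed per well; curves fitted and categorized by class.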
Nrf2 ARE act – activates Nrf2 signaling | AREc32 ARE-luciferase reporter (MCF7-derived line), luminescence, 24 h | Potency, µM (highest dose often 46.1 µM), without a hit: top-dose activation, usual class: activators | hit rate 0.31% among 410,000; further: potency means the concentration at half of the fitted maximal effect; % of control where 0% means no effect; nearly all actives have a fitted effect of over 65% in size
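Steps: seed AREc32_Fluc cells (1000/well, 5% FBS OPTI-MEM); incubate overnight at 37 deg C; add 23 nL compound; incubate 24 hr; add Steady-Glo; hold 30 min RT; read luminescence.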
Starred values were filed as active, the others as inactive; i = inactive; ? = inconclusive; . = no result given; & = joins results of further samples; [ ] = dose if it differs, or a comment. Unless noted, the call rests on the fitted dose curve; in most records, active means well fitted curve in the direction sought with a large enough effect; inconclusive means small, poorly fitted or top-dose-only effect, or another doubt; inactive means no such curve, though single readings can be large; an effect the other way counts as inactive or inconclusive.

SMILES | MmCpn inh | HepG2 viability | CCT modulator | Nrf2 inh | pAkt inh | A549 tox | S2 tox | TGFb inhibitor | Nrf2 ARE act
COc1cccc(N(CC(=O)NCCN2CCOCC2)S(=O)(=O)c2ccccc2)c1 | -5.3% | 1.0% | -0.4 | 14.7% | i | -5.1% | i | -2.8% | -1.2%
COc1cccc(OC)c1C(=O)OCC(=O)N(c1ccccc1)C1CCCCC1 | -1.0% | -29.9% | -1.1 | ? | i | -1.1% | i | -23.7% | 0.6%
CC(=O)Nc1ccc(NC(=O)C(C)OC(=O)c2c(NC(C)=O)sc(C)c2C)cc1 (stereo unspecified) | -0.5% | -5.5% | 0.2 | 7.8% | i | -0.5% | i | -2.7% | -0.7%
COc1ccccc1C(=O)NC1CCSc2ccccc21 (stereo unspecified) | -1.0% | -2.0% | 1.3 | 2.6% | i | -3.4% | i | -4.3% | 0.0%
O=C(CN1C(=O)C2(SCC(=O)N2c2ccccc2)c2ccccc21)NCc1ccccc1 (stereo unspecified) | . | -11.3% | . | 15.5% | . | -3.1% | i | -1.3% | -0.3%
Cc1ccc(SCCNC(=S)Nc2cc(C)ccc2C)cc1 | 0.3% | -54.2% | -1.1 | ? | i | 3.1% | i | -17.9% | 0.4%
CN1CCN(c2cc(=O)n(Cc3ccc(F)cc3)c(=O)[nH]2)CC1 | -0.7% | 17.5% | 0.2 | 9.3% | i | 9.8% | i | 8.8% | -0.6%
CSc1ccc(C(=O)C2CCCN(C(=O)c3csc(C(C)=O)c3)C2)cc1 (stereo unspecified) | -1.6% | -0.5% | -3.5 | -4.8% | i | 0.8% | i | -20.7% | 4.1%
CCOc1ncccc1C(=O)N1CCN(C(=O)c2ccccc2)CC1 | -0.4% | 63.4% | -1.4 | 4.8% | i | 2.4% | i | -1.8% | -0.5%
COc1cc(OC)cc(-c2cc3nc(C)c(CCC(=O)Nc4ccc(F)c(Cl)c4)c(C)n3n2)c1 | . | 14.9% | . | 2.06µM* | . | -1.5% | . | -1.4% | -4.5%
Cc1c(NC(=O)CN(c2ccccc2)S(=O)(=O)c2ccc(F)cc2)c(=O)n(-c2ccccc2)n1C | -2.3% | -15.5% | -0.8 | -19.7% | i | -0.5% | i | -20.1% | -0.1%
Cc1cccc(C)c1NC(=O)C1c2ccccc2OCC(=O)N1CCc1c[nH]c2ccccc12 (stereo unspecified) | . | . | 0.0 | . | i | . | i | . | 0.2%
CC1CCCN(S(=O)(=O)c2ccc(NC(=O)C3CC(=O)N(c4ccccc4)C3)cc2)C1 (stereo unspecified) | 0.1% | 21.7% | -0.6 | ? | i | ? | i | 12.4% | 0.3%
COC(=O)c1cc(=O)n(Cc2ccc(OC)c(OC)c2)c(=Nc2ccc(F)cc2)s1 | -0.4% | -16.6% | 0.1 | ? | i | ? | i | -0.5% | -0.5%
NC(=O)c1nsc(C(=O)N(CC(=O)NC2CCCCC2)Cc2ccc3c(c2)OCO3)c1N | . | 25.3% | . | -8.2% | . | -8.4% | . | 20.8% | .
CS(=O)(=O)c1ccc2nc(NC(=O)CN3CCOCC3)sc2c1 | -0.3% | -20.6% | -3.2 | 3.4% | i | 0.0% | i | -1.6% | -0.7%
CCOC(=O)C1(Cc2ccc(OC)cc2)CCN(C(=O)C2CC(=O)N(C3CC3)C2)CC1 (stereo unspecified) | 0.5% | -9.2% | -1.7 | -20.9% | i | -2.3% | i | -1.6% | -0.5%
O=C(NC1CC1)C1CCN(C2CCN(C(=O)Cc3ccc(F)cc3)CC2)CC1 | 3.8% | 4.4% | 1.0 | 3.4% | i | 0.7% | i | -1.3% | -1.0%
CC(=O)Nc1ccc(S(=O)(=O)NCc2cccn2Cc2cccc(C)c2)cc1 | . | -37.1% | . | . | . | 2.9% | i | ? | 3.7%
CC(C)CCOc1ccc(C2(C)NC(=O)N(CN3CCOCC3)C2=O)cc1 (stereo unspecified) | 1.0% | 10.7% | 0.8 | -25.5% | . | 1.3% | i | 23.2% | 2.7%
CCOC(=O)C1=C(C)Nc2nnnn2C1c1ccc(OC)c(Br)c1 (stereo unspecified) | -0.9% | -3.0% | 1.1 | 9.0% | i | -6.8% | i | 5.9% | 2.0%
COc1ccc(-c2nc(=S)[nH][nH]2)cc1OC | -2.7% | -6.8% | -0.8 | -24.1% | i | 0.2% | . | 2.9% | 2.1%
O=C1CC(N2CCC(c3nc4ccccc4s3)CC2)C(=O)N1Cc1ccccc1 (stereo unspecified) | 0.6% | -33.9% | -2.1 | -3.7% | . | -3.8% | . | -12.1% | -0.1%
CCCCN(CC)CCCNC(=O)c1cc2c(-c3ccc(OC)c(OC)c3)nn(C)c2s1 | 0.2% | -21.2%&-53.2% | -1.8 | -4.3%&11.0% | i | -8.4%&-16.7% | ? | 8.9%&2.9% | ?
O=S(=O)(NCCc1csc(-c2cccnc2)n1)c1ccc(Cl)s1 | -10.8% | -16.6% | -6.7 | ? | i | 1.5% | i | ? | -0.7%

The listing continues:
SMILES | MmCpn inh | HepG2 viability | CCT modulator | Nrf2 inh | pAkt inh | A549 tox | S2 tox | TGFb inhibitor | Nrf2 ARE act
Oc1ccccc1/C=N/NC(=S)NCCc1ccccc1 | -0.1% | -31.2% | -2.4 | 12.1% | i | 4.7% | i | 0.0% | 4.7%
Cc1ccc(Nc2c(-c3ccc(O)cc3)nc3cccc(C)n23)cc1 | . | -17.0% | . | -13.4% | . | 1.1% | i | ? | 10.0%
O=c1c([N+](=O)[O-])cccn1Cc1cccc(Cl)c1 | 1.8% | -24.8% | -2.2 | 2.8% | i | -4.8% | i | -17.6% | 0.0%
CC(C)(C)OC(=O)N1CCC(c2c(C(=O)NCCCN3CCc4ccccc4C3)cnn2-c2ccccc2)CC1 | . | -39.5% | . | 20.2% | . | -12.5% | . | ? | 5.1%
CCOc1ccc(Nc2nc(N)nc(CN3CCN(c4ccccc4F)CC3)n2)cc1 | 1.0% | -1.6% | -1.4 | ? | i | -11.9% | i | -20.5% | 4.4%
C/C(=C\C(=O)c1ccccc1)Nc1ccc(Br)c(Cl)c1 | 3.4% | 0.7% | -0.3 | 7.0% | i | -0.5% | i | 0.4% | 2.0%
O=[N+]([O-])/C=C\c1ccc(N2CCCC2)c(F)c1 | 1.3% | -35.2% | 0.7 | ? | i | -2.7% | ? | 11.2µM* | 0.1%
Cc1cc(S(=O)(=O)NC2CCCCC2)ccc1OCC(=O)NCc1ccccn1 | 1.6% | 1.0% | -3.9 | . | i | 12.5% | i | 1.8% | 0.1%
CCn1c(C(C)NC(=O)c2ccccc2C)n[nH]c1=S (stereo unspecified) | -11.2% | -18.5% | -13.4 | ? | i | 0.0% | i | 10.7% | 0.3%
CCNS(=O)(=O)c1ccc(NC(=O)Nc2cc(C)ccc2OC)cc1 | 2.7% | -17.8% | 0.0 | -7.9% | i | -3.3% | i | -8.5% | -0.7%
COc1ccc(S(=O)(=O)N2CCSC2c2ccc(N)cc2)cc1 (stereo unspecified) | 0.7% | -1.3% | 1.2 | 2.7% | i | -0.5% | i | -0.2% | -0.4%
CS(=O)(=O)N(CCC#N)Cc1ccco1 | 2.7% | -4.4% | 1.1 | -0.2% | i | -0.5% | i | -14.4% | 0.0%
CCC1CCCCN1C(=O)c1sc2ncnc(N(CC)CC)c2c1C (stereo unspecified) | -2.5% | -1.5% | -1.1 | 2.3% | i | 11.3% | i | -21.9% | -2.2%
CN(C)S(=O)(=O)c1ccc(N2CCN(S(=O)(=O)c3ccc(F)cc3)CC2)c(Cl)c1 | -1.3% | -57.5% | 2.4 | 5.8µM* | i | -17.1% | i | ? | 2.4%
COc1ccc(OC)c(NC(=O)c2oc(=O)c3ccccc3c2-c2ccccc2)c1 | . | -6.0% | . | . | . | -3.5% | i | 8.1% | 0.9%
c1cc(-c2cc3nc(NCC4CC4)ccn3n2)ccc1OCCN1CCOCC1 | . | -23.8% | -0.6 | . | i | . | ? | -11.2% | -0.2%[9.22 µM]
CCn1c(SCC(=O)N2CCCC2)nc2ccccc21 | 0.7% | 9.4% | 1.4 | -6.8% | i | 0.7% | i | 12.5% | -0.1%
COc1ccc2nc(SCC(=O)Nc3ccccc3C#N)[nH]c2c1 | -0.8% | -20.4% | -3.1 | -16.5% | i | -7.0% | i | 5.9% | 2.7%
O=C1CC(c2ccccc2)Cc2nc3ncnn3cc21 (stereo unspecified) | 0.5% | -15.6% | -3.4 | 2.9% | i | -8.7% | i | -4.2% | -0.3%
O=C(CSCc1nc2cccnc2n1C1CCCCC1)NCc1cccc(Br)c1 | . | -27.3% | . | . | . | ? | . | ? | 1.1%
O=C(CNC(=O)Cc1ccccc1)NCC(=O)N1CCN(C(c2ccccc2)c2ccccc2)CC1 | 1.2% | -3.4% | -0.2 | -21.5% | i | -1.5% | i | 15.0% | 2.0%
Cc1ccc(S(=O)(=O)Nc2cccc(C(=O)NCC(C)(C)N3CCOCC3)c2)cc1F | 0.5% | 6.8% | -0.7 | -24.6% | i | -9.6% | i | 4.4% | 0.0%
O=C1C[C@H](c2ccc3ccccc3c2)N1S(=O)(=O)c1ccccc1[N+](=O)[O-] | . | -4.1% | . | 12.0% | . | 4.2% | . | 1.4% | .
CCC(=O)N1c2ccccc2CC1C(=O)N1CCN(c2ccccc2F)CC1 (stereo unspecified) | . | -14.2% | . | . | . | 0.3% | i | -0.7% | -0.4%
CC(C)(C)NC(=O)CN1C(=O)c2cccc3cccc1c23 | . | -37.4% | -0.9 | . | i | . | i | -26.2% | 0.5%
O=C(COc1cccc(Br)c1)N/N=C/C(=O)c1ccccc1 | -2.8% | -31.2% | -1.8 | 0.0% | i | -0.1% | i | -22.4% | 0.2%
